TRPC4 PAM = positive allosteric modulators of TRPC4, primary screen, cell-based, mouse TRPC4beta, HEK293 mu-opioid, Fluo-4 calcium. 310,000 compounds, 0.42% hits. B-score at 10 µM. DAMGO EC20, Fluo-4 Ca2+ flux; active compounds read high;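 active = B-score of calcium response area above 5 SD of library B-scores, with initial fluorescence ratio within 5 SD of library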;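 also: B-score of integrated fluorescence ratio over time as area under calcium response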
TRPC6 activator = mouse TRPC6 channel activators, primary screen, cell-based, HEK293, membrane potential dye; AID 2550, 2010; Short transient receptor potential channel 6 (Mus musculus), Q61143; 310,000 compounds, 0.13% hits; HEK293-TRPC6 membrane potential dye fluorescence; active compounds read high; B-score at 10 µM;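 active = B-score of the integrated fluorescence ratio above library mean plus 3 SD, and starting fluorescence ratio within library mean plus 5 SD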;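 also: higher score means more depolarization so channel activation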
TRPC6 inh = mouse TRPC6 channel inhibitors, primary screen, cell-based, HEK293, membrane potential dye; Short transient receptor potential channel 6 (Mus musculus), Q61143; ACh-evoked depolarization; active compounds read low; B-score at 10 µM; 310,000 compounds, 1.1% hits;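 active = B-score under library mean minus 3 SD, initial fluorescence not abnormally high, positive integrated signal ratio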;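 also: B-score derived from integrated fluorescence ratio over the kinetic read; more negative B-score means stronger inhibition of depolarization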
MrgX1 antag = antagonists of human MrgX1 receptor, primary screen, HEK293 cells, Fluo-4 calcium flux | BAM8-22 antagonism; active compounds read low | B-score at 10 µM | Mas-related G-protein coupled receptor member X1 (Homo sapiens), Q96LB2 | 310,000 compounds, 1.3% hits;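 active = calcium-response B-score plate-corrected more than 3 library SD below zero, starting fluorescence within 5 deviations, no agonist response on first addition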;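 also: peak minus trough fluorescence over baseline after final BAM8-22 challenge near maximal dose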
Target sequence (Q96LB2 whole entry, looked up): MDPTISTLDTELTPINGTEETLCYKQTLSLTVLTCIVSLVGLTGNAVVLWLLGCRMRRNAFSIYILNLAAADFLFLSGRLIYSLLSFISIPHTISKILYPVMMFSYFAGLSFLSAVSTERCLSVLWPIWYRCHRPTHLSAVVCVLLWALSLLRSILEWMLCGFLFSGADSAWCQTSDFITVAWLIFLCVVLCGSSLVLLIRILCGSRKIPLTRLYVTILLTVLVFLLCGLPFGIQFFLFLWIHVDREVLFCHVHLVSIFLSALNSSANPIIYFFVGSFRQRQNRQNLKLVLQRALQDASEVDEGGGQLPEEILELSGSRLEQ
MrgX1 agonist = agonists of human MrgX1 receptor, primary screen, HEK293 cells, Fluo-4 calcium flux; Fluo-4 calcium fluorescence, agonist mode; active compounds read high; B-score at 10 µM; 310,000 compounds, 0.44% hits;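 active = calcium response B-score plate-corrected fluorescence ratio at least 3 library SD, with starting fluorescence B-score inside 5 SD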
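Test system: Stable human MrgX1 HEK293 cell line | Schedule: Overnight plating before 1 h dye loading | Read-out basis: Baseline-normalised fluorescence change ratio, B-scored | Detection: Kinetic calcium dye fluorescence, Fluo-4 NW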
MrgX1 allo act = positive allosteric modulators of MrgX1, primary screen, HEK293 cells, Fluo-4 calcium flux | AID 588675, 2011 | B-score at 10 µM | 310,000 compounds, 0.63% hits | FDSS; active compounds read high;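 active = plate-corrected calcium response at least 3 library SD above typical, normal starting fluorescence, not activating the receptor alone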;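 also: compound read alongside a low EC10 to EC30 dose of BAM8-22 agonist; peak minus trough fluorescence over baseline measured at the second addition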
TRPC4 inh = inhibitors of mouse TRPC4 channel, primary screen, Fluo4 calcium, HEK293 TRPC4beta/mu-opioid cells | Short transient receptor potential channel 4 (Mus musculus), Q9QUQ5 | DAMGO-evoked Fluo4 calcium flux; active compounds read low | B-score at 10 µM | 300,000 compounds, 0.39% hits;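 active = B-score over 3 SD under the library average, no early fluorescence shift, positive overall ratio signal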
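Assay system: TRPC4beta/mu-opioid receptor HEK293 cell line; compound dosing: single concentration per test compound; detection: Fluo4 Ca2+ flux fluorescence; evaluation: per-well B score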
TRPC4 agonist = activators of mouse TRPC4 channel, primary screen, Fluo4 calcium, HEK293 TRPC4beta/mu-opioid cells | Fluo4 calcium fluorescence; active compounds read high | 310,000 compounds, 0.49% hits | Short transient receptor potential channel 4 (Mus musculus), Q9QUQ5 | AID 2237, 2010 | B-score at 10 µM;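 active = B-score above 5 SD of library B-scores, and initial fluorescence ratio not above library mean plus 5 SD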;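 also: positive B-score marks a calcium rise read as TRPC4 activation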
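Assay system: HEK293 stable line with TRPC4beta plus mu-opioid receptor. Times: dye 45 min RT, read 110 s. Measured by: kinetic Fluo4 calcium fluorescence. Measure: B score of integrated ratio. Controls: assay buffer as low control, maximal DAMGO as high control.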
RGS4 inh = RGS4 inhibitors, primary screen, cell-based, HEK293 M3R inducible RGS4, calcium flux. 310,000 compounds, 0.45% hits. Fluo-4 calcium flux; active compounds read high; triggered by carbachol at its EC20. Regulator of G-protein signaling 4 (Homo sapiens), P49798. B-score at 10 µM;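 active = B-score, a plate-corrected calcium signal, over three deviations above library mean, with baseline fluorescence within five deviations of library mean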;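 also: RGS4 expression induced by doxycycline in cells with stable M3 receptor; B-score is computed from the integrated fluorescence ratio over baseline after carbachol; higher B-score means a larger calcium signal and so more RGS4 inhibition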
Target sequence (P49798 whole entry, looked up): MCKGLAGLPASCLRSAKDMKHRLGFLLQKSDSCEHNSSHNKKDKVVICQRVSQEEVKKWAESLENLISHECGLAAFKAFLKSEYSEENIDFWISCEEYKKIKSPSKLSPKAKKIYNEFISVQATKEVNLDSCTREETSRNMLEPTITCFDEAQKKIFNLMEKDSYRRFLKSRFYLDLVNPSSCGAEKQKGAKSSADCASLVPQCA
ANO1 activ = TMEM16A chloride channel activators or potentiators, primary screen, cell-based, HTS | Anoctamin-1 (Mus musculus), Q8BHY3 | HEK293 TMEM16A/YFP-H148Q/I152L, iodide quench fluorescence; active compounds read low | B-score at 10 µM | 340,000 compounds, 0.3% hits | AID 623877, 2012;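 active = fluorescence-ratio B-score plate-corrected deviation score at least 3 library SD below zero, with starting fluorescence score within 5 deviations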;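 also: channel opened by trigger with iodide after compound preincubation; score built on the fluorescence ratio of max minus min over baseline; more negative score means more quench and so TMEM16A activation or potentiation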
TMEM16A inh = TMEM16A chloride channel inhibitors, primary screen, cell-based, HTS; HEK293 TMEM16A/YFP iodide influx fluorescence, ionomycin; normalized B-score (activity score, 25-100; higher = stronger inhibition) at 10 µM; 310,000 compounds, 1.2% hits; AID 588511, 2011;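 active = ratio plate-corrected score three or more library SD toward inhibition, starting fluorescence score within five deviations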;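 also: score derived from kinetic fluorescence span divided by baseline fluorescence per well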
Calls only; i = inactive; nt = not tested or not shown.

mol	ANO1 activ	TMEM16A inh	MrgX1 antag	TRPC4 PAM	TRPC4 agonist	MrgX1 allo act	MrgX1 agonist	RGS4 inh	TRPC6 activator	TRPC6 inh	TRPC4 inh
Cc1cc(Br)ccc1NC(=O)CNC(=O)COc1ccccc1C	i	i	i	i	i	i	i	i	i	i	i
O=C(O)c1ccc(Nc2c3ccccc3nc3ccccc23)cc1	i	i	i	i	i	i	i	i	i	i	i
O=c1[nH]c(Cc2cccc(C(F)(F)F)c2)nc2ccccc12	i	i	i	i	i	i	i	i	i	i	i
O=C(Nc1ccc(N2CCOCC2)cc1)C1CCCN(S(=O)(=O)c2ccccc2)C1 (stereo not given)	i	i	i	i	i	i	i	i	i	i	i
CC1CCCN(S(=O)(=O)c2ccc(S(=O)(=O)NC(C)c3cccs3)cc2)C1 (stereo not given)	i	i	i	nt	nt	i	i	nt	nt	nt	nt
Cc1cc(C(=O)Cn2nc(C(=O)O)c3ccccc3c2=O)c(C)n1CC(F)(F)F	i	i	i	i	i	i	i	i	i	i	i
O=C(Nc1cc(Br)ccc1O)c1cnn2c(C(F)F)cc(C3CC3)nc12	i	i	i	i	i	i	i	i	i	i	i
COc1cccc(NC(=O)CN(C)C(=O)CC2CC3CCC2C3)c1 (stereo not given)	i	i	i	i	i	i	i	i	i	i	i
C/C=C/C(=O)Nc1ccccc1Br	i	i	i	i	i	i	i	i	i	i	i
O=C(c1cnn(C(=O)c2ccc(O)cc2)c1)c1ccccc1O	nt	i	i	i	i	i	i	i	i	i	i
Cc1cc(C)cc(N(C(C)C(=O)N2CCCCC2)S(C)(=O)=O)c1 (stereo not given)	i	i	i	i	i	i	i	i	i	i	i
O=C(NCCC1=CCCCC1)c1ccc(Cl)cc1	nt	i	i	i	i	i	i	i	i	i	i
CN(Cc1ccc(-n2cccn2)cc1)Cc1cn(C)nc1-c1ccccc1F	i	i	i	i	i	i	i	i	i	i	i
Cc1ccc(-c2nc3ncccn3c2Nc2ccc3c(c2)OCCO3)cc1	i	i	i	i	i	i	i	i	i	i	i
CC(C)CCSc1nc(N2CCOCC2)c2c(c1C#N)CC(C)(C)OC2	i	i	i	i	i	i	i	i	i	i	i
COc1ccccc1NC(=O)COC(=O)c1ccc(S(=O)(=O)NCc2ccco2)cc1	i	i	i	i	i	i	i	i	i	i	i
CC(C)CC(c1nnnn1Cc1ccco1)N1CCN(C2CCCC2)CC1 (stereo not given)	i	i	i	i	i	i	i	i	i	i	i
O=C(NCCc1ccc(F)cc1)C(=O)NCC1CCCN1S(=O)(=O)c1cccs1 (stereo not given)	i	i	i	i	i	i	i	i	i	i	i
CCNC(=O)c1cccc(S(=O)(=O)N2CCCCCC2)c1	i	i	i	i	i	i	i	i	i	i	i
NC(=O)c1c(NC(=O)C2CCCO2)sc2c1CCCC2 (stereo not given)	i	i	i	i	i	i	i	i	i	i	i
CSc1nsc(SC)c1C(=O)Nc1ccc(C(C)(C)C)cc1	i	i	i	i	i	i	i	i	i	i	i
Cc1cc(C)n2nc(C(=O)OC(C)C(=O)c3cc(C)c(C)cc3C)nc2n1 (stereo not given)	i	i	i	i	i	i	i	i	i	i	i
Cc1onc(-c2ccccc2Cl)c1C(=O)N1CCOC12CCCCC2	i	i	i	i	i	i	i	i	i	i	i
Cc1cc(C)c(C)c(S(=O)(=O)Nc2ccc(OCC(=O)O)cc2)c1C	i	i	i	i	i	i	i	i	i	i	i
Cc1cccc(C)c1N(CC(=O)N1CCOCC1)S(C)(=O)=O	i	i	i	i	i	i	i	i	i	i	i
Cc1cc(C)nc(SC2CCCCC2NS(=O)(=O)c2ccccc2)n1 (stereo not given)	i	i	i	i	i	i	i	i	i	i	i
COc1ccc(CC(=O)N/N=C(\C)CC(=O)Nc2cccc(F)c2)cc1	i	i	i	i	i	i	i	i	i	i	i
CCn1c(Cc2cccc3ccccc23)nnc1SCC(=O)Nc1nccs1	i	i	i	i	i	i	i	i	i	i	i
O=C(COC(=O)C1CC2C=CC1C2)NCc1ccccc1Cl (stereo not given)	i	i	i	i	i	i	i	i	i	i	i
CC(=O)Nc1ccc(Nc2ccc([N+](=O)[O-])cn2)cc1	i	i	i	i	i	i	i	i	i	i	i
Cc1ccc2nc(N3C(=O)CNC3=S)sc2c1	i	i	i	i	i	i	i	i	i	i	i
CCOc1cccc(C(=O)NC(=S)Nc2cccc(NC(=O)c3ccccc3Cl)c2)c1	i	i	i	i	i	i	i	i	i	i	i
O=C(NCCc1ccccc1)C(=O)NCc1ccncc1	i	i	i	i	i	i	i	i	i	i	i
Cc1ccc(-c2nnc(Nc3ccc(O)cc3)c3ccccc23)cc1S(=O)(=O)NCCO	i	i	i	i	i	i	i	i	i	i	i
CC(=O)Nc1ccc(C(=O)NCCN2CCOCC2)cc1	i	i	i	i	i	i	i	i	i	i	i
COc1cc(/C=N/OCC(=O)Nc2ccc(OC(F)F)cc2)ccc1OCc1ccccc1	i	i	i	i	i	i	i	i	i	i	i
CCOC(=O)CN1CC23C=CC(O2)C(C(=O)NC2CCCCC2)C3C1=O (stereo not given)	i	i	i	i	i	i	i	i	i	i	i
Cc1ccc(OCC(=O)N/N=C\c2cccs2)c([N+](=O)[O-])c1	i	i	i	i	i	i	i	i	i	i	i
CCCc1nc(SCC(=O)NCc2ccco2)c2c(=O)n(C)c(=O)n(C)c2n1	i	i	i	i	i	i	i	i	i	i	i
CN=C(c1ccc([N+](=O)[O-])cc1)N1CCCCC1	i	i	i	i	i	i	i	i	i	i	i
CCCCn1c(N)c(N(CC(C)C)C(=O)CCCc2nc3ccccc3s2)c(=O)[nH]c1=O	i	i	i	i	i	i	i	i	i	i	i
O=C(COC(=O)c1cc(-c2ccco2)nc2ccccc12)NCc1ccccc1	i	i	i	i	i	i	i	i	i	i	i
O=C(NCCCN1CCCCC1)C1(S(=O)(=O)c2ccc(Cl)cc2)CC1	i	i	i	i	i	i	i	i	i	i	i
NC(=O)C1=C[C@H](c2coc3ccccc3c2=O)C[C@H](OCCCCO)O1	i	i	i	i	i	i	i	i	i	i	i
Nc1ccc(N2CCOCC2)cc1C(F)(F)F	i	i	i	i	i	i	i	i	i	i	i
CCn1c(C)nc2cc(N)ccc21	i	i	i	i	i	i	i	i	i	i	i
CC(NS(=O)(=O)c1ccc(F)cc1)C(c1cccs1)N1CCOCC1 (stereo not given)	i	i	i	i	i	i	i	i	i	i	i
O=C(COC(=O)c1ccncc1)c1ccc(Cl)c(Cl)c1	i	i	i	i	i	i	i	i	i	i	i
N#CCC(=O)N/N=C/c1cn(Cc2ccc(Cl)c(Cl)c2)c2ccccc12	i	i	i	i	i	i	i	i	i	i	i
COCCCNC(=O)[C@H](CSCc1ccccc1)N1Cc2ccccc2C1=O	i	i	i	i	i	i	i	i	i	i	i
CC(C)(C)c1ccc(NC(=O)c2ccsc2)cc1	i	i	i	i	i	i	i	i	i	i	i
COc1cc(C(=O)Nc2nc(N)n(-c3ccccc3)n2)cc(OC)c1OC	i	i	i	i	i	i	i	i	i	i	i
O=C(/C=C/c1ccc2ccccc2n1)N1CCN(S(=O)(=O)c2ccccc2F)CC1	i	i	i	i	i	i	i	i	i	i	i
COc1ccc(CCN(C)C(=O)COc2ccc(N(C)S(=O)(=O)c3ccc(C)cc3)cc2)cc1OC	i	i	i	i	i	i	i	i	i	i	i
Cc1ccc(OCc2nnc(SCC(=O)C(C)(C)C)n2Cc2ccco2)cc1	i	i	i	i	i	i	i	i	i	i	i
CCOc1cc(C(=O)N2CCC3(CC2)NCCc2[nH]cnc23)cc(OCC)c1OCC	i	i	i	i	i	i	i	i	i	i	i
Cc1cccc(NC(=O)CSCC(=O)Nc2cccc(S(=O)(=O)N3CCCCCC3)c2)c1	i	i	i	i	i	i	i	i	i	i	i
CCOC(=O)c1ccc(NC(=O)CCS(=O)(=O)c2cccc3nonc23)cc1	i	i	i	i	i	i	i	i	i	i	i
COc1ccc(N(CC(=O)N2CCN(Cc3ccccc3)CC2)S(C)(=O)=O)cc1Cl	i	i	i	i	i	i	i	i	i	i	i
COc1ccccc1-n1nnnc1S(=O)(=O)Cc1ccc(Cl)cc1	i	i	i	nt	nt	i	i	nt	nt	nt	nt

Next part.
mol	ANO1 activ	TMEM16A inh	MrgX1 antag	TRPC4 PAM	TRPC4 agonist	MrgX1 allo act	MrgX1 agonist	RGS4 inh	TRPC6 activator	TRPC6 inh	TRPC4 inh
CC(C)CC(NC(=O)c1ccco1)C(=O)Nc1ccc2c(c1)OCCO2 (stereo not given)	i	i	i	i	i	i	i	i	i	i	i
CCn1ncc(Br)c1C(=O)Nc1cccc(F)c1	i	i	i	i	i	i	i	i	i	i	i
CC1CCCC(C(=O)O)N1C(=O)CCSSCCC(=O)N1C(C)CCCC1C(=O)O (stereo not given)	i	i	i	i	i	i	i	i	i	i	i
CC(=O)Nc1ccc(N=NN2CCOCC2)cc1	i	i	i	i	i	i	i	i	i	i	i
O=C(O)C1CCN(Cc2cccnc2)CC1	i	i	i	i	i	i	i	i	i	i	i
C[N+](C)(C)C(Cc1ccccc1)C(=O)[O-] (stereo not given)	i	i	i	i	i	i	i	i	i	i	i
